Screens as filed in PubChem BioAssay.
Lamin A splicing – changes lamin A minigene splicing in HeLa cells; HeLa LMNA splicing GFP/RFP minigene ratio, 48 h; actives 0.01% (n = 200,000); Potency, µM (top dose mostly 46.1 µM), inactives show at the top dose ratio change, negative = inhibition, usual class: inhibitors; AID 1487; active = well fitted inhibition curve with a large enough effect in the signal ratio, with a control signal flat, not every such curve was filed as active; inconclusive = small, poorly fitted or top-dose-only effect, or effect the other way, or a change in a side signal; the % refers to the signal ratio; note: % is set by controls: 0 for no effect and ±100 for the full control effect
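S3 HeLa cells stably expressing lamin A-EGFP splicing minigene plus DsRed2, 600 cells/well, 48 h compound exposure at 37C. Laser-scanning cytometry; analysed as GFP (500-530 nm)/RFP (575-640 nm) total intensity ratio; 0.5% DMSO vehicle.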
Luc counter – blocks Kinase-Glo luciferase, a counter-screen artifact; Kinase-Glo luciferase, ATP luminescence, 8 min; Potency, µM (highest dose often 38.3 µM), without a hit: at the highest dose activity change, negative = inhibition, usual class: inhibitors; actives 0.28% (n = 200,000); note: % is set by controls: 0 for no effect and ±100 for the full control effect; nearly all actives have a fitted effect of over 60% in size
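Light output from Kinase-Glo luciferase with luciferin and 10 uM ATP in 50 mM imidazole pH 7.2, KCl, MgCl2, Tween 20, BSA; compound pin-delivered, 8-min ambient incubation, then luminescence read.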
ALDH1A1 block – ALDH1A1 (human) enzyme inhibition | Purified ALDH1A1, NADH fluorescence, propionaldehyde substrate | Potency, µM (doses to about 75.3 µM), without a hit: top-dose activity, negative = inhibition, hits mostly inhibitors | AID 1030 | actives 7.3% (n = 220,000) | P00352; active = well fitted inhibition curve with a large enough effect, not every such curve was filed as active; inconclusive = small, poorly fitted or top-dose-only effect, or another doubt; inactive = no such curve, though single readings can be large or run the other way;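 note: plate controls were no enzyme wells and a reference inhibitor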
Target sequence (P00352 whole entry, looked up): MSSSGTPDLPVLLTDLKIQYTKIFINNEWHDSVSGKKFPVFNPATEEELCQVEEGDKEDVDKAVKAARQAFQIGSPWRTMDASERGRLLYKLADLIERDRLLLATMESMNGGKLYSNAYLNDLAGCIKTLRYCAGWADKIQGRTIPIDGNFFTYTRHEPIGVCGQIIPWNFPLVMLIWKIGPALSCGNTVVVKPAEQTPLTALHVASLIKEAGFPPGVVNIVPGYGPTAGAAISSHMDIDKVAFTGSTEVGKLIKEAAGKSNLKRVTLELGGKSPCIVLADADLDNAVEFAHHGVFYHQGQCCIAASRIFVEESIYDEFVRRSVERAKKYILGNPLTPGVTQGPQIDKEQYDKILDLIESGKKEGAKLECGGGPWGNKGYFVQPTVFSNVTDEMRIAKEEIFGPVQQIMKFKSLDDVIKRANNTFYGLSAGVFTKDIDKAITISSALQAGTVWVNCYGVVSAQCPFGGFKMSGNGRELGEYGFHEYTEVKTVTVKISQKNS
Tau fibril ThT – tau fibrillization inhibition (ThT binding); P10636; recombinant tau K18 P301L (four-repeat tau fragment), heparin-induced fibrillization, ThT fluorescence; Potency, µM (doses to about 57.4 µM), without a hit: top-dose activity, negative = inhibition, hits mostly inhibitors; actives 2.1% (n = 270,000); note: % is set by controls: 0 for no effect and ±100 for the full control effect; nearly all actives have a fitted effect of over 55% in size
Target sequence (P10636 561-689 P618L limits assumed): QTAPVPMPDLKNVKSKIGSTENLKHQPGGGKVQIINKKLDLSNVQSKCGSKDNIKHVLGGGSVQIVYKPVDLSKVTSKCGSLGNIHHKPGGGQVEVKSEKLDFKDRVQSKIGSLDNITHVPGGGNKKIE
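K18 P301L tau (15 uM + 0.24 uM Alexa 594-tagged), heparin 20 uM, NaOAc pH 7, 6 h 37 C; ThT 30 uM, 1 h RT, ex 450/em 510 nm.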
SMN2 splice up – enhancers of SMN2 splice variant expression; HEK293 SMN2-luciferase splicing reporter, luminescence, 30-36 h; Potency, µM (series often up to 46.1 µM), without a hit: at the highest dose activity change, positive = activation, most hits filed as activators; actives 2.8% (n = 210,000); AID 1458; note: % of control where 0% means no effect; nearly all actives have a fitted effect of over 55% in size
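HEK293 cells carry an SMN2 […]–luciferase reporter in which exon 7 inclusion puts luciferase in frame. Cells were plated 10-12 h before compound addition, then incubated 30-36 h at 37C. ONE-Glo luminescence was read; sodium butyrate at 4.5 mM final served as control.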
L3MBTL1 block – L3MBTL1 (human) inhibition | Potency, µM (highest dose often 57.1 µM), for inactives: top-dose activity, negative = inhibition, usual class: inhibitors | AlphaScreen L3MBTL1–H3K9me1 peptide binding | AID 485360 | Q9Y468 | actives 0.66% (n = 230,000); note: % is set by controls: 0 for no effect and ±100 for the full control effect; nearly all actives have a fitted effect of over 60% in size
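First, the protein-peptide complex forms for 30 min at room temperature (L3MBTL1 50 nM, biotinylated H3K9me1 peptide 75 nM). Next, compounds are pin-transferred and incubated 30 min. Finally, AlphaScreen beads are added and read after 30 min.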
RECQ1 helicase – blocks DNA unwinding by human RECQ1. Potency, µM (top dose mostly 57.3 µM), for the others: at the highest dose activity, negative = inhibition, actives largely listed as inhibitors. P46063. RECQ1 DNA unwinding, red fluorescence kinetic read. actives 0.54% (n = 240,000);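 note: plate controls were vehicle for no effect and no enzyme for full effect; nearly all actives have a fitted effect of over 30% in size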
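50 nM RECQ1T1 preincubated 15 min with compound in Tris pH 8.0 buffer with MgCl2, DTT, Tween-20 and 2.5 ug/ml poly(dI-dC); started with 200 nM TAMRA/BHQ-2 forked duplex and 2 mM ATP. Unwinding read as fluorescence (525/598 nm), two reads 2 h apart.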
JMJD2E inh – JMJD2E (human) inhibition. B2RXH2. JMJD2E catalytic domain, FDH-coupled NADH fluorescence (FDH is formaldehyde dehydrogenase). Potency, µM (doses to about 57.1 µM), inactives show at the highest dose activity change, negative = inhibition, actives largely listed as inhibitors. actives 1.6% (n = 230,000). AID 2147; active = well fitted inhibition curve with a large enough effect, not every such curve was filed as active; inconclusive = small, poorly fitted or top-dose-only effect, or another doubt; inactive = no such curve, though single readings can be large or run the other way;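 note: 0% = wells with enzyme and -100% = buffer wells without enzyme; nearly all actives have a fitted effect of over 50% in size; many of its hits are not listed in these tables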
Target sequence (B2RXH2 1-337 limits assumed): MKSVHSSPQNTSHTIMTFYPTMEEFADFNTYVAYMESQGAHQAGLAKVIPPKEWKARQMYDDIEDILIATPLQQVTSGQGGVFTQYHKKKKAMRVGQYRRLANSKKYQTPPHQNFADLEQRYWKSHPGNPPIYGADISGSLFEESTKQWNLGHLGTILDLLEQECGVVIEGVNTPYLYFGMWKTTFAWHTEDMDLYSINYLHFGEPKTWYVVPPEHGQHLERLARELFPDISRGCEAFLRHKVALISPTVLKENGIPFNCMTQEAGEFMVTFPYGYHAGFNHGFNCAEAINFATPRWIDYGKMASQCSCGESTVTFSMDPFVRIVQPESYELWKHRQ
* marks the source's active call; other numbers are inactive results; i = inactive; u = inconclusive; x = no result given; & = joins results of further samples; [ ] = dose if it differs, or a comment. Unless noted, calls come from the whole dose curve; as a rule, active = well fitted curve in the direction sought with a large enough effect; inconclusive = small, poorly fitted or top-dose-only effect, or another doubt; inactive = no such curve, though single readings can be large; an effect the other way counts as inactive or inconclusive. Potency is the fitted concentration of half-maximal effect. A portion of the library; count on the stated rates, not on these rows.

The line under a structure holds: Lamin A splicing	Luc counter	ALDH1A1 block	Tau fibril ThT	SMN2 splice up	L3MBTL1 block	RECQ1 helicase	JMJD2E inh
> CCOc1ccc(NC(=O)N2CCN(Cc3ccc4c(c3)OCO4)CC2)cc1
 : x	x	-2%	0%	x	4%	13%	1%
> COc1ccc(CCc2nnc(CCC(=O)NCc3cc(C(C)C)no3)o2)cc1
 : u	0%	-7%	-6%	u	2%	i	2%
> O=C(CSCC(=O)NC1CC1)Nc1ccc2ccccc2c1
 : 4%	-1%	-2%	-3%	2%	-4%	i	13%
> CC(=O)Nc1ccc(S(=O)(=O)c2c(N)n(CCN3CCOCC3)c3nc4ccccc4nc23)cc1
 : 3%	1%	u	-4%	1%	6%	-13%	u
> O=C(NC(=S)Nc1ccccc1N1CCCCC1)c1ccc(-c2cccc([N+](=O)[O-])c2)o1
 : 3%	1%	u	-23%	-12%	x	-6%	-6%
> CCOC(=O)c1cc2sccc2n1CC(=O)OC(C)C
 : 5%	-2%	-3%	1%	4%	19%	i	2%
> COc1ccc(OC)c(Nc2nnc(C)c(=O)[nH]2)c1
 : x	1%	7%	0%	8%	3%	-11%	u
> CCN(CC)c1ccc(N2C(=O)C3CCCCC3C2=O)cc1[N+](=O)[O-] (stereo unspecified)
 : 0%	-2%	u	-16%	-16%[1.84 µM]	-12%	-11%	1%
> Cc1cc(C)nc(NC(=O)Nc2ccccc2C(F)(F)F)n1
 : 0%	4%	35µM*	-17%	-4%	-2%	-1%	5%
> O=C(NCCCn1ccnc1)c1ccncc1
 : 0%	11%	6%	0%	-47%[inhibitor]	-9%	-1%	-4%

New compounds follow.
The line under a structure holds: Lamin A splicing	Luc counter	ALDH1A1 block	Tau fibril ThT	SMN2 splice up	L3MBTL1 block	RECQ1 helicase	JMJD2E inh
> COCC(=O)N1CCC2(CC1)CN(c1cccc(-c3ccccc3)c1)C2
 : x	0%	u	x	-7%	x	-6%	x
> COCCn1c(CN(C)Cc2ccccc2)nc2c1c(=O)n(C)c(=O)n2C
 : -8%	0%	14%	-13%	-35%[inhibitor]	x	-2%	5%
> Nc1c2c3c(sc2nc(=O)n1N)CCCC3
 : u	-3%	-5%	-6%	x	10%	-6%	-15%
> COC(=O)c1cc(C(C)=O)c(C)[nH]c1=O
 : 2%[46 µM]	-1%	4%	1%	-1%	4%	i	-7%
> CC(C)(C)SCCNC(=O)CN(c1ccc(F)cc1)S(=O)(=O)c1ccccc1
 : x	x	-4%	-3%	x	7%	-5%	2%
> O=C(NN=C(Cc1ccccc1)Cc1ccccc1)c1ccncc1
 : x	x	x	u	x	13%	-3%	2%
> O=C1c2nc3cc(-c4ccco4)[nH]n3c(=O)c2CN1Cc1ccccc1
 : x	x	x	-14%	x	u	11µM*	u
> CCCCCC(=O)NC(=S)NNC(=O)CC
 : -11%	-3%	u	u	24%	x	-4%	0%
> O=C(CCS(=O)(=O)c1ccc(Br)cc1)Nc1ccc(Cl)cc1F
 : -6%	5%	-3%	7%	-14%	5%	-5%	3%
> CCC1(CC)NC(=O)N(CC(=O)Nc2sc3c(c2C(N)=O)CCC3)C1=O
 : 3%	-4%	22µM*	u	x	x	22µM*	u

Next structures follow:
The line under a structure holds: Lamin A splicing	Luc counter	ALDH1A1 block	Tau fibril ThT	SMN2 splice up	L3MBTL1 block	RECQ1 helicase	JMJD2E inh
> N/C(=N\OC(=O)CC1CCCCC1)c1cccnc1
 : 2%	4%	6%	-8%	-5%	2%	-12%	-5%
> CC(=O)Nc1cccc(NS(=O)(=O)c2ccccc2[N+](=O)[O-])c1
 : x	-2%	-1%	8%	3%	52%[activator]	i	-2%
> C/C(CC(=O)Nc1ccc(F)cc1)=N\NC(=O)Cc1csc(N)n1
 : 3%	2%	4%	-1%	u	7%	-9%	2%
> CCSC(=N)N
 : u	-1%&0%&3%	5%&-12%&-3%	0%&12%&-1%	-4%&-6%	11%	-7%&23%&-4%	-2%&0%&2%
> Cc1ccc(N(CC(=O)N/N=C/c2cc(C)n(-c3ccccc3)c2C)S(C)(=O)=O)c(C)c1
 : 1%	2%	-14%	-11%	1%	-15%	i	-20%
> COc1ccc(CC(=O)O/N=C(\N)c2ccccn2)cc1
 : x	x	x	-7%	x	10%	i	-4%
> CCN1CCN(c2ncc(C(=O)Nc3c(F)cc(F)cc3Br)c3ccccc23)CC1
 : -11%	-4%	u	-6%	1%	-19%	6%	1%
> CCN(C(=O)CSc1nnnn1-c1ccccc1)C1CCS(=O)(=O)C1 (stereo unspecified)
 : -2%[46 µM]	4%	u	3%	10%	7%	-15%	-2%
> COc1cccc(/C=N/NC(=O)CNC(=O)C2COc3ccccc3O2)c1O (stereo unspecified)
 : u	0%	-1%	-18%	-64%[inhibitor]	6%	-10%	18µM*
> N#C/C(=N/Nc1ccc(OC(F)(F)F)cc1)C(N)=S
 : x	x	u	6.3µM*	x	-27%	0%	-4%

Further entries follow.
The line under a structure holds: Lamin A splicing	Luc counter	ALDH1A1 block	Tau fibril ThT	SMN2 splice up	L3MBTL1 block	RECQ1 helicase	JMJD2E inh
> CCN(CCCNC(=O)COc1cc(=O)n(C)c2ccccc12)c1ccccc1
 : 4%	-1%	-5%	-12%	3%	2%	-19%	-2%
> C=CCC(C)(O)c1ccccc1 (stereo unspecified)
 : x	-2%	4%	2%	-2%	x	-8%	5%
> Cc1cccc(NC(=O)COC(=O)CNC(=O)C2CCCCC2)c1
 : 6%	6%	u	-10%	1%	x	7%	4%
> CN(Cc1ccccc1)c1nc(N)c([N+](=O)[O-])c(Nc2cccc(F)c2)n1
 : 3%	0%	5%	u	-12%	x	0%	-1%
> Cc1c(C=O)c(=O)n(-c2ccccc2)n1-c1ccccc1
 : 2%	1%	u	-5%	-18%	2%	-5%	-6%
> CCOC(=O)c1ccccc1OCc1cc(/C=N/n2cnnc2)ccc1OC
 : 1%	-6%	-6%	7%	x	-13%	-4%	-5%
> Cc1ccc(NC2OC(CO)C(O)C2O)cc1[N+](=O)[O-] (stereo unspecified)
 : -3%	1%	-5%	-9%	-6%	3%	-10%	6%
> CCCn1c(C(O)c2ccc(OC)cc2)nc2ccccc21 (stereo unspecified)
 : -17%	-3%	0%	-11%	-11%	-5%	1%	-1%
> COc1ccc(C(=O)NNC(=O)CN2CCC(n3nnc4cc(F)ccc43)CC2)cc1
 : u	-3%	8%	-4%	-19%	u	2%	-1%
> COc1ccc(S(=O)(=O)c2c(N)n(Cc3ccco3)c3nc4ccccc4nc23)cc1
 : 20%	-1%	u	u	-10%	28µM*	-10%	u

JMJD2E inh: entries above that show a hit
Molecule	Lamin A splicing	ALDH1A1 block	Tau fibril ThT	SMN2 splice up	L3MBTL1 block	RECQ1 helicase	JMJD2E inh
COc1cccc(/C=N/NC(=O)CNC(=O)C2COc3ccccc3O2)c1O (stereo unspecified)	u	-1%	-18%	-64%[inhibitor]	6%	-10%	18µM*

Next entries follow:
The line under a structure holds: Lamin A splicing	Luc counter	ALDH1A1 block	Tau fibril ThT	SMN2 splice up	L3MBTL1 block	RECQ1 helicase	JMJD2E inh
> O=C(Nc1cccc(F)c1)c1cc(S(=O)(=O)N2CCOCC2)cs1
 : u	0%	-10%	-6%	x	8%	10%	1%
> O=C(NCc1ccccn1)Nc1ccccc1
 : 9%[46 µM]	-28%	0%	-5%	x	2%	8%	-2%
> C=C1C(=O)O[C@@H]2[C@H]3O[C@]3(C)CCC=C(C)CC[C@@H]12
 : u	-6%&-1%	20µM*	u	48%	x	0%&-8%	-4%&-2%
> COc1ccc(-c2nnc(SCC(=O)Nc3sc4c(c3C#N)CCCC4)n2-c2ccccc2)cc1
 : -7%	2%	u	3%	-19%	-1%	-4%	6%
> Cc1ccccc1-n1c(-c2ccc(=O)[nH]n2)n[nH]c1=S
 : u	1%	2%	-5%	x	3%	i	9%
> O=C(Cc1c(F)c(F)c(F)c(F)c1F)OC12CC3CC(C1)C(=O)C(C3)C2
 : 11%	-1%	-12%	3%	13%	14%	-8%	-6%
> CC(C(=O)NCc1ccccn1)N1C(=O)c2ccccc2C1=O (stereo unspecified)
 : -1%	4%	15%	-14%	1%	-2%	-2%	-1%
> CCN(c1ccccc1)S(=O)(=O)c1ccc(C(=O)Nc2nnc(COC)o2)cc1
 : u	x	-10%	-12%	x	11%	i	-20%
> CCOC(=O)/C(C#N)=C/C1=C(N2CCCC2)CC(C)(C)OC1
 : 0%	16%	u	-5%	-5%	x	-3%	-5%
> O=C(Cc1ccc(Br)cc1)Nc1nc2ccccc2[nH]1
 : x	x	x	-14%	x	0%	i	7%
> CC(C)Oc1ccccc1OCCCOc1cccc2cccnc12
 : 15%[9.22 µM]	-1%	2%	-16%	-26%	x	-10%	-29%
> COc1ccc2nc(/C=N/NC(=O)[C@H](C)NC(=O)OC(C)(C)C)ccc2c1
 : 0%	2%	u	-6%	u	14%	1%	u
> CC(Oc1ccc(Br)cc1)C(=O)Nc1ccncc1 (stereo unspecified)
 : u	2%	14%	0%	4%	2%	i	-7%

Single records, from the list above.
`COc1ccc(-c2nnc(SCC(=O)Nc3sc4c(c3C#N)CCCC4)n2-c2ccccc2)cc1` reads Lamin A splicing = -7%; Luc counter = 2%; ALDH1A1 block = u; Tau fibril ThT = 3%; SMN2 splice up = -19%; L3MBTL1 block = -1%; RECQ1 helicase = -4%; JMJD2E inh = 6%
`CC(Oc1ccc(Br)cc1)C(=O)Nc1ccncc1` (stereo unspecified) reads Lamin A splicing = u; Luc counter = 2%; ALDH1A1 block = 14%; Tau fibril ThT = 0%; SMN2 splice up = 4%; L3MBTL1 block = 2%; RECQ1 helicase = i; JMJD2E inh = -7%
